S1P2 antag: antagonists of human S1P2 receptor; inhibition, % at 5 µM; O95136; hit rate 0.21% among 97,000; cell-based S1P2 antagonist assay, inhibition at 5 uM; in the data active = inhibition above about 45%;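 also: CRE beta-lactamase reporter cells expressing human S1P2 stimulated with S1P; 0% = agonist at EC80 alone and 100% = agonist plus reference antagonist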
Target sequence (O95136 whole entry, looked up): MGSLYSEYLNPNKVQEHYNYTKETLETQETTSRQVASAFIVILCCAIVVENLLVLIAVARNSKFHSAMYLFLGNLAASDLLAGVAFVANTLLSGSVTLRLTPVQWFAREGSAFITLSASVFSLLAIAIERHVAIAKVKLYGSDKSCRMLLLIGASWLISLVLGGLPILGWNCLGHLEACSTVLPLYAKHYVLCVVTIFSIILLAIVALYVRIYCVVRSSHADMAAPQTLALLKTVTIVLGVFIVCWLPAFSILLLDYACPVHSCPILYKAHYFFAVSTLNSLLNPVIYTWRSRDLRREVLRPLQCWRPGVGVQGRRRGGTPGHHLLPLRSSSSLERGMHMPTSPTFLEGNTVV
PLAP act: human PLAP activation; purified PLAP enzyme, luminescent substrate read-out; hits give high values; activation fold at 20 µM; hit rate 1.2% among 96,000; in the data active = activation fold above about 2
Target sequence (P05187 whole entry, looked up): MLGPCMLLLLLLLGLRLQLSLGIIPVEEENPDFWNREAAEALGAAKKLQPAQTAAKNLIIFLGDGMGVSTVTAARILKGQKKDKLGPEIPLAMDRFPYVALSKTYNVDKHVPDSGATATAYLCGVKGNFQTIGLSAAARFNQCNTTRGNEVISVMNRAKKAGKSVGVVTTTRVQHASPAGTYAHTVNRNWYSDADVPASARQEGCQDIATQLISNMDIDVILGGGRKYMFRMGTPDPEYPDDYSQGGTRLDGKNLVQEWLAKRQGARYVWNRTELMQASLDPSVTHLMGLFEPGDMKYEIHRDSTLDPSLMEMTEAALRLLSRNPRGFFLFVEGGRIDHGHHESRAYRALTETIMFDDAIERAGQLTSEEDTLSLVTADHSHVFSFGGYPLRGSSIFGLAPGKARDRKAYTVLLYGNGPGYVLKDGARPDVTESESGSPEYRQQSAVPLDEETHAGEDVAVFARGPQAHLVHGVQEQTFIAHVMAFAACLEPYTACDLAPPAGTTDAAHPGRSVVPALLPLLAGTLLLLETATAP
S1P2 ag: activates the human S1P2 receptor | hit rate 0.46% among 97,000 | activation, % at 4.5 µM | O95136 | S1P2-expressing cell line, agonist reporter read-out; in the data active = activation above about 16%;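 also: 0% = vehicle low control and 100% = maximal reference agonist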
PLK1 kinase inh: PLK1 (human) kinase inhibition. P53350. recombinant PLK1 kinase, TR-FRET peptide phosphorylation. inhibition, % at 10 µM. hit rate 0.53% among 97,000. AID 619;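 active = inhibition of 50% or more in the single-concentration screen; inactive = inhibition below 50%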;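 also: 0% = DMSO max control and 100% = H-89 dihydrochloride min control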
FAK inh: inhibitors of human focal adhesion kinase; AID 727; inhibition, %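 (tested at 7 µM)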; biochemical FAK kinase activity assay; Q05397; hit rate 0.84% among 97,000; in the data active = inhibition above about 19%;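 also: 0% = DMSO and 100% = reference compound high control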
MT1-MMP txn act: activates MT1-MMP transcription; hit rate 0.16% among 86,000; HT1080 MT1-MMP promoter luciferase reporter, luminescence, overnight; hits give high values; AID 750; activation factor at 10 µM;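 active = activation factor of at least 2 for MT1-MMP transcription at 10 µM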
Plk1 PBD FP: blocks phosphopeptide binding to human Plk1 polo box domain; Plk1 PBD phosphopeptide binding, fluorescence polarization; inhibition, %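 (tested at about 20 µM)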; hit rate 0.13% among 97,000; in the data active = inhibition above about 34%, passing the limit was not always enough
EphB4 antag: EphB4-ephrin-B2 interaction antagonism; inhibition, % at 7 µM; EphB4 LBD / TNYL-RAW-Alexa532 peptide, fluorescence polarization; P54760; hit rate 0.15% among 97,000;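 active = inhibition above the screen-wide mean inhibition plus 3 SD, cut at about 15% in these data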;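 also: 0% = DMSO wells and 100% = excess unlabeled TNYL-RAW peptide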
Rev-RRE block: inhibitors of HIV-1 Rev-RRE RNA interaction; Rev peptide-RRE RNA binding, FRET; inhibition, % at 8 µM; hit rate 0.79% among 97,000; AID 704;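 active = inhibition above the screen-wide mean plus 3 SD, cut at about 35% in these data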;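 also: 0% = median DMSO wells and 100% = median Neomycin B control wells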
Target sequence (P05866 whole entry, looked up): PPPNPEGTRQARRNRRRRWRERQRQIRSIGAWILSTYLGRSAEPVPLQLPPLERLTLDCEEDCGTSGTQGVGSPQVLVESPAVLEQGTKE
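Material: labelled RRE RNA duplex and labelled Rev peptide / Buffer or medium: HEPES pH 7.5 salt buffer with EDTA / Compound dosing: single point, 8 µM final nominal compound concentration / Benchmarks: DMSO low control, neomycin B high control / Timing: 5 min preincubation and 15 min binding, 25 °C / Technique: FRET fluorescence readout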
An asterisk follows results filed as active; / = no result given.

SMILES	S1P2 antag	PLAP act	S1P2 ag	PLK1 kinase inh	FAK inh	MT1-MMP txn act	Plk1 PBD FP	EphB4 antag	Rev-RRE block
C=CCN(CC=C)C(=O)C1CC(=O)N(c2ccc(Br)cc2)C1 (stereo unspecified)	9	1.7	-11	-11	-2	1.1	10	-3	1
CCOc1ccc(-c2cnc3n2CCC3)cc1	12	0.9	-10	-9	-1	1.1	-18	2	5
CCCCSc1nc(C)nc2c1c(=O)n(C)c(=O)n2C	-16	1.1	-1	-12	-7	/	-44	4	6
O=C(CCN1CCc2ccccc2C1)Nc1ccc2c(c1)OCO2	7	0.8	-4	-4	-1	1.2	-6	1	3
Cc1ccc(-c2nc3sc4c(N)ncnc4c3c3c2CCCC3)cc1	-12	0.9	14	-3	-31	/	-4	-5	11
CS(=O)(=O)N(CCc1ccccc1)CC(=O)N1CCN(Cc2ccccc2)CC1	-6	/	-4	-4	1	1.1	0	-1	-1
COc1cccc(-c2nc(-c3ccc4c(c3)-c3ccccc3S4(=O)=O)c(-c3ccccc3)[nH]2)c1OC	8	/	-3	-15	1	1.3	-6	3	8
O=C(COc1ccc(S(=O)(=O)NC2CCCCC2)cc1Cl)N1CCN(c2ccccc2)CC1	1	1.5	-4	-11	0	1.2	-8	3	6
CCOc1ccc(-c2nnn(CC(=O)NCc3ccc(F)cc3)n2)cc1OCC	9	1.1	-3	2	6	1.2	11	2	3
OC(c1ccc(Cl)cc1)c1nnc(-c2ccccc2)o1 (stereo unspecified)	18	1.1	-1	-7	1	1.3	2	-3	-3
COc1ccccc1CN(C(=O)c1ccco1)C(C(=O)NC1CCCC1)c1ccncc1 (stereo unspecified)	4	1.3	-2	4	-3	0.9	3	0	7
CCN(CC)S(=O)(=O)c1ccc(NC(=O)c2ccc(NS(C)(=O)=O)cc2)cc1	-3	0.8	-8	-11	-1	1	-16	-8	1
O=C(C1CCN(C2CC(=O)N(c3ccc(Cl)cc3)C2=O)CC1)N1CCOCC1 (stereo unspecified)	-1	1.2	-5	4	0	1.1	6	2	8
COc1cccc(C(=O)N/N=C(/c2ccccc2)c2ccccn2)c1	6	1.2	-7	-21	-3	/	-12	9	8
O=C(Nc1ccccn1)Nc1cccs1	15	0.9	133*	-11	5	1.4	21	2	10
COCCN1Cc2cccc(C(=O)N3CCN(c4cc(C)ccc4C)CC3)c2C1=O	-4	1.6	-5	-13	-1	1.1	17	-5	3
COC(=O)CNC(=O)CN1C(=O)N(c2ccc(Cl)cc2)C(N(O)C(=O)Nc2ccc(Cl)cc2)C1(C)C (stereo unspecified)	7	1.1	-12	-8	5	1.2	-32	3	7
N#CC1=C(N)C(C#N)(C#N)C(c2cccnc2)C2CC(c3ccccc3)CC=C12 (stereo unspecified)	35	1	-6	6	0	1.5	-33	-4	19
N#CCSc1nnc(COc2cccc3ccccc23)n1-c1ccccc1	10	1.5	-1	-7	7	0.9	-6	1	4
Cc1ccc(-n2nc(C)c3c(C)c(CCC(=O)NC(C)c4ccccc4)c(C)nc32)cc1 (stereo unspecified)	13	1.4	-4	-37	2	/	17	-3	5
COc1cc(-c2nnc(SCC(=O)c3cc(C)n(CC4CCCO4)c3C)o2)cc(OC)c1OC (stereo unspecified)	-12	1.8	4	-4	-1	1.1	-16	4	5
Oc1ccc(-c2csc(Nc3cccnc3)n2)cc1	16	0.8	-6	14	12	1.3	31	2	0
COc1ccc2c(c1)nc(SCC(=O)c1cccs1)n2C	14	0.9	-3	-12	-6	/	-20	-11	-3
COc1cc2c(cc1OC)CN(C(=O)CSc1nc3[nH]ncc3c(=O)n1-c1ccccc1)CC2	-4	1.9	-2	-2	-6	/	-8	1	5
COC(=O)c1nn2c(C(F)(F)F)cc(-c3ccc(Br)o3)nc2c1Br	9	1	-8	-9	1	1.1	0	-2	7

Printed as active in S1P2 ag, of those listed so far:
SMILES	S1P2 antag	PLAP act	S1P2 ag	PLK1 kinase inh	FAK inh	MT1-MMP txn act	Plk1 PBD FP	EphB4 antag	Rev-RRE block
O=C(Nc1ccccn1)Nc1cccs1	15	0.9	133*	-11	5	1.4	21	2	10

Further results
SMILES	S1P2 antag	PLAP act	S1P2 ag	PLK1 kinase inh	FAK inh	MT1-MMP txn act	Plk1 PBD FP	EphB4 antag	Rev-RRE block
CC(C)(C)C(=O)Cn1c[n+](N)cn1	2	0.7	-6	0	-7	1.1	29	3	10
CCCCNC(=O)CC1N=C2c3ccccc3N=C(SCC(=O)Nc3ccc(OC)cc3)N2C1=O (stereo unspecified)	10	1.3	-7	-12	-3	1.1	-1	-2	1
O=C1CN(C(=O)c2ccc(Br)o2)C(c2ccccc2)c2cc(Br)ccc2N1 (stereo unspecified)	-11	1.5	0	-5	-1	1.2	4	-7	1
Cc1nn(S(=O)(=O)c2cccs2)c(C)c1Sc1ccc([N+](=O)[O-])cc1	-6	0.9	-8	-10	5	/	-20	-2	10
O=C(Oc1cc(-c2ccccc2)no1)c1cccc(C(F)(F)F)c1	16	1.5	-2	-10	0	1.2	16	-5	8
Fc1ccccc1CCNc1nnnn1-c1ccccc1	-1	0.7	-2	-9	0	1.2	8	-4	8
Clc1ccc2[nH]c3c(N4CCC5(CC4)OCCO5)ncnc3c2c1	28	1.1	3	-6	6	/	22	-1	1
Cc1nc(NC(=O)CCCC(=O)Nc2nc(C)c(C)s2)sc1C	9	1.1	-4	-12	1	1.1	-3	4	7
COc1ccc(C(=O)N2CCc3cc(OC)c(OC)cc3C2c2cccc([N+](=O)[O-])c2)cc1OC (stereo unspecified)	-5	1.5	-8	-3	-11	/	-18	-5	3
CC1(C)CC(=O)C2=C(C1)NCN(Cc1ccccc1)C2	-7	1	-4	-7	-2	1.2	-1	-3	0
CC(=O)c1c(C)[nH]c(C(=O)NCCCN2CCCC2)c1C	15	1	-4	-8	2	1.1	-7	2	6
CCCCOc1ccc(C(=O)N2CCCCCC2)cc1	2	1.2	-2	-7	-1	1.2	4	5	3
COc1ccc(CNC(=O)CCc2nc(-c3ccccc3F)no2)c(OC)c1	9	0.9	-4	-9	-2	1.1	-4	8	0
CC1(c2cc([N+](=O)[O-])cc([N+](=O)[O-])c2)CC(C)(C)N(C(=O)c2ccccc2)c2ccccc21 (stereo unspecified)	20	1	-7	-7	4	/	-11	-2	7
O=C(CSc1nnc(Cn2nnc3ccccc32)o1)Nc1cccc(Cl)c1	16	1.1	-6	-2	-4	1.2	-44	3	3
COc1ccc(CC(=O)Nc2nc(C)cs2)cc1OC	3	1	-4	-6	4	1	4	1	10
COCCn1c(SCC(=O)Nc2nnc(C)s2)nnc1-c1c[nH]c2ccccc12	3	1.3	-2	-8	2	1.2	-11	-4	2
CC(=O)n1nc2nc(C)cc(C)c2c1N	13	1	-7	9	10	1.2	8	-6	2
C=CCc1c(C)[nH]c(=S)c(C#N)c1C	8	1.2	-3	-16	10	1.1	23	4	11
COc1ccc(C(C#N)N2CCOCC2)cc1 (stereo unspecified)	2	/	-3	-7	0	1.2	-2	-2	3
CCOC(=O)c1nnn(-c2nonc2N)c1-c1ccc(OC)cc1	-3	0.8	-5	1	10	1.1	4	-4	3
CCCOc1ccc2c3c(c(=O)oc2c1OCCC)CCCC3	-19	0.8	-6	-14	-3	1.1	16	-8	9
O=C(Cn1c(=O)n(CC2CCCO2)c(=O)c2ccccc21)c1ccccc1 (stereo unspecified)	8	1.2	-5	-11	-1	1.2	-10	5	6
O=C1Nc2ccc(F)cc2C12Nc1ccccc1-c1nnc(SCc3ccccc3F)nc1O2 (stereo unspecified)	-156	1	-6	-16	-1	/	19	-7	-6
Cc1oc2ccc(O)c(CN3CCOCC3)c2c1C(C)O (stereo unspecified)	1	/	2	-11	-1	1.1	-1	-3	4
The results go on.
SMILES	S1P2 antag	PLAP act	S1P2 ag	PLK1 kinase inh	FAK inh	MT1-MMP txn act	Plk1 PBD FP	EphB4 antag	Rev-RRE block
CCCS(=O)(=O)N1CCN(Cc2ccco2)CC1	-2	1.1	-7	-1	-1	1.1	7	1	8
CCOC(=O)c1ccc(NC(=O)CCC(CC)C(=O)O)cc1 (stereo unspecified)	24	1.1	0	3	3	1.1	28	-2	7
CCN1CCCC1CNC(=O)c1cc2c(=O)n(C)c3ccccc3c2n1C (stereo unspecified)	14	1.6	-4	1	8	1.2	-9	1	5
O=C(CCC(=O)N(c1cccc(F)c1)C(C(=O)NC1CCCC1)c1ccncc1)Nc1cccnc1 (stereo unspecified)	12	/	-1	-8	1	1	-7	5	5
CCn1c(CNc2ccccc2Cl)nnc1SCC(=O)NCc1ccccc1	5	0.9	-4	-14	-1	1.1	7	7	10
COC(=O)C1(C(=O)OC)Sc2ccccc2C1=O	-7	0.8	-7	-6	-1	1	12	-8	3
CCC(Sc1nc(C)cc(C)n1)C(=O)NC1=NN=C(c2ccc(C)cc2)CS1 (stereo unspecified)	13	0.9	-6	-14	-1	/	-12	1	8
O=C(OCC(=O)c1c[nH]c2ccccc12)c1ccc(Br)o1	-12	0.8	-4	1	1	/	-12	-5	7
CCC(CC)c1nnc(NC(=O)c2c(-c3ccccc3)noc2C)s1	-20	1.3	0	-3	-4	1.1	6	-7	10
O=C(CCC(=O)c1cccs1)OCc1nc2ccccc2s1	-9	0.8	-1	5	-3	1	-27	-11	8
COc1ccc(COC(=O)c2n[nH]c3ccccc23)cc1F	-13	1.4	-3	-4	0	1.4	-13	-6	17
CCNC(=O)CCCOc1ccc(Cl)cc1Cl	-7	1.2	-8	-16	0	1.4	-26	-2	-1
CCOC(=O)C1CCN(CCC(=O)Nc2cccc(Cl)c2)CC1	4	1.7	-7	-12	-1	1.1	-17	-2	-3
O=C(CSc1ncc(-c2ccc(F)cc2)n1Cc1ccco1)Nc1ccc2c(c1)OCO2	6	0.8	-6	0	-1	1.5	-14	6	8
CCOC(=O)C1=C(C)Nc2nc(SC)nn2C1c1ccc(C(=O)OC)cc1 (stereo unspecified)	-8	0.8	-10	-14	9	1	8	-3	-3
Cc1cccc(OC(=O)c2ccc3nccnc3c2)c1	3	1	-11	-12	1	1.2	31	-4	12
Cc1c(Cc2ccccc2)c(=O)oc2c(C)c(OCc3nn[nH]n3)ccc12	6	1.3	-8	-13	4	1.2	-14	2	6
O=C(CCC1CCCCC1=O)c1ccccc1 (stereo unspecified)	15	1	-1	-4	0	1.4	-15	1	2
O=C(O)CSc1nnc(-c2ccco2)o1	13	0.7	-4	2	7	1.2	22	4	10
Cc1cc(C(=O)OCC(=O)N2CC(=O)Nc3ccccc32)no1	20	1	-4	-11	1	1.2	-6	5	10
COc1cccc(C(=O)Nc2nnc(-c3cccs3)s2)c1	0	0.8	0	-90	-2	/	-9	-1	-6
COCCNC(=O)c1ccc(CS(=O)(=O)c2ccc(C)cc2)o1	3	1.2	-4	-15	4	1.1	-4	7	4
CCC(=O)Nc1ccc2nc(C3CC3)n(Cc3ccccc3)c(=O)c2c1	4	1	-7	-4	2	1.5	-11	-2	8
COC(=O)C(Cc1cnc[nH]1)NC(=O)C1CCC(=O)N1 (stereo unspecified)	19	1	-3	1	4	1	9	5	9
Cc1ccc(C2/C(=C(/O)c3cnn(-c4ccccc4)c3C)C(=O)C(=O)N2CCN2CCOCC2)o1 (stereo unspecified)	-4	1.5	-6	10	-3	1.2	1	4	6
O=C1CCCc2ccccc2N1Cc1cccc(Cl)c1	1	0.9	-11	-14	2	/	-20	-2	1

Rewritten bar-delimited: 2 of the compounds above
structure | S1P2 antag | PLAP act | S1P2 ag | PLK1 kinase inh | FAK inh | MT1-MMP txn act | Plk1 PBD FP | EphB4 antag | Rev-RRE block
COC(=O)C1(C(=O)OC)Sc2ccccc2C1=O | -7 | 0.8 | -7 | -6 | -1 | 1 | 12 | -8 | 3
CCC(Sc1nc(C)cc(C)n1)C(=O)NC1=NN=C(c2ccc(C)cc2)CS1 (stereo unspecified) | 13 | 0.9 | -6 | -14 | -1 | / | -12 | 1 | 8

Gathered by group: the compounds so far with a COOH group (2)
SMILES	S1P2 antag	PLAP act	S1P2 ag	PLK1 kinase inh	FAK inh	MT1-MMP txn act	Plk1 PBD FP	EphB4 antag	Rev-RRE block
CCOC(=O)c1ccc(NC(=O)CCC(CC)C(=O)O)cc1 (stereo unspecified)	24	1.1	0	3	3	1.1	28	-2	7
O=C(O)CSc1nnc(-c2ccco2)o1	13	0.7	-4	2	7	1.2	22	4	10
